Bioassay records as filed in PubChem.
HTT ATP protect: qHTS Multiplex Assay to Identify Dual Action Probes in a Cell Model of Huntington: Cytoprotection (ATP); PC12 HTT-Q103 induced, cytoprotection, ATP luminescence, 40 h; Potency, µM (titrated, usually from 56.4 µM), without a hit: cytoprotection (ATP increase), most hits filed as activators; 0.14% of 230,000 active; AID 1471, 2008;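 also: % of control where 0% means no effect; nearly all actives have a fitted effect of over 45% in size; toxic huntingtin expression switched on by the ecdysone agonist tebufenozide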
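Compounds added alongside 100 nM tebufenozide, which induces toxic Q103 huntingtin exon 1-GFP in stable PC12 cells; surviving cells quantified by luminescent ATP measurement. Medium: phenol red-free DMEM, 5% equine and 5% calf serum.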
GAA glycogen mod: qHTS Assay for Inhibitors and Activators of Human alpha-Glucosidase Cleavage of Glycogen | Lysosomal alpha-glucosidase (Homo sapiens), P10253 | recombinant GAA, glycogen substrate, Amplex Red glucose oxidase fluorescence | Potency, µM (doses to about 76.4 µM), for inactives: top-dose activity change, negative = inhibition, usual class: inhibitors | 0.38% of 300,000 active;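 also: 0% = full enzyme reaction and -100% = no-enzyme basal signal; the screen sought inhibitors and activators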
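Recombinant human alpha-glucosidase (4 nM final) hydrolysed bovine liver glycogen (30 ug) for 40 min at 37 C in pH 5.0 citrate/phosphate with 0.01% Tween-20. Released glucose detected by glucose oxidase/Amplex Red, Ex 573/Em 610 nm. Compounds up to 77 uM; AC50 from Hill fits.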
GAA spleen mod: qHTS Assay for Inhibitors and Activators of Human alpha-Glucosidase From Spleen Homogenate; Lysosomal alpha-glucosidase (Homo sapiens), P10253; human spleen homogenate, 4-MU-alpha-glucoside fluorescence; Potency, µM (top dose mostly 79.9 µM), for the others: at the highest dose activity change, negative = inhibition, most hits filed as inhibitors; 0.006% of 240,000 active;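 also: 0% = enzyme with vehicle and -100% = no enzyme basal signal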
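AC50 values come from Hill-equation fits of concentration-response data, normalized to no-enzyme and full-activity controls. Enzyme source: 1 ug human spleen homogenate; 1 mM fluorogenic 4-MU glucoside, pH 5.0 citrate buffer, 37 C, 40 min.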
Tau ThT inhib: qHTS for Inhibitors of Tau Fibril Formation, Thioflavin T Binding | recombinant tau K18 P301L, heparin-induced fibrillization, ThT fluorescence | Potency, µM (doses to about 57.4 µM), without a hit: at the highest dose activity, negative = inhibition, most hits filed as inhibitors | 2.1% of 270,000 active; also: % is scaled to controls: 0 for no effect and ±100 for the full control effect; nearly all actives have a fitted effect of over 55% in size
Target sequence (P10636 561-689 P618L limits assumed): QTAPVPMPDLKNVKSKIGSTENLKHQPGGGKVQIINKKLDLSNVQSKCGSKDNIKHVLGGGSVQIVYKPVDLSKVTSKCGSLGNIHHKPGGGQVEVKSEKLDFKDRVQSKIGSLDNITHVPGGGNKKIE
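ThT emission at 510 nm, taken 1 hr after adding 30 uM dye, quantifies aggregates formed when 20 uM heparin acts on human tau K18 P301L for 6 hr at 37 C.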
GLA spleen mod: qHTS Assay for Inhibitors and Activators of Human alpha-Galactosidase From Spleen Homogenate; human spleen homogenate, 4MU-alpha-Gal fluorescence, 40 min; Potency, µM (top dose mostly 80 µM), for the others: at the top dose activity change, negative = inhibition, most hits filed as inhibitors; 0.008% of 240,000 active; AID 2107, 2009;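 also: 0% = enzyme with vehicle and -100% = no enzyme basal signal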
Target sequence (P06280 32-429 limits assumed): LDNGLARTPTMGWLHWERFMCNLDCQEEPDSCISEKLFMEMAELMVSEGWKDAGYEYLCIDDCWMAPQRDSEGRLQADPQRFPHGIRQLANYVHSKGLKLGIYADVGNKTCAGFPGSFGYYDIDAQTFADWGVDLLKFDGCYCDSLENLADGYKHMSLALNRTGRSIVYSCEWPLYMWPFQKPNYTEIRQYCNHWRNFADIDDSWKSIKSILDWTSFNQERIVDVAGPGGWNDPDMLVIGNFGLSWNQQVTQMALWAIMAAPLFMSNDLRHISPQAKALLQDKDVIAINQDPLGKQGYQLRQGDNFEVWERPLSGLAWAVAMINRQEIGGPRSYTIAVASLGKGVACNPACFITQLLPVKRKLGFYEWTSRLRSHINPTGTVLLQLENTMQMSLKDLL
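qHTS titration in buffer at pH 5.0. Alpha-galactosidase activity in spleen homogenate was measured via 4-methylumbelliferone release from 1 mM fluorogenic substrate after 40 min at 37C and a pH 10 stop. AC50 came from Hill fits of control-normalized data.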
GAA inhib: qHTS Assay for Inhibitors of Human alpha-Glucosidase as a Potential Chaperone Treatment of Pompe Disease. purified human GAA, 4-MU-alpha-glucoside fluorescence. AID 1466, 2008. Potency, µM (top dose mostly 76.9 µM), without a hit: at the top dose activity change, negative = inhibition, usual class: inhibitors. 0.005% of 200,000 active;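 also: plate controls were uninhibited enzyme wells for no effect and no-enzyme background for full effect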
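AC50 values come from Hill fits of compound titrations (up to 77 uM) against 4 nM human enzyme. Substrate 4-methylumbelliferyl-alpha-D-pyranoside at 400 uM, pH 5.0 citrate buffer, 20 min room temperature; fluorescence Ex 365/Em 440 after alkaline stop.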
Tau fibril FP: qHTS for Inhibitors of Tau Fibril Formation, Fluorescence Polarization. Microtubule-associated protein tau (Homo sapiens), P10636. K18 P301L tau heparin fibrillization, Alexa594 FP, 6 h. Potency, µM (doses to about 57.7 µM), for inactives: at the top dose activity, negative = inhibition, actives largely listed as inhibitors. 0.39% of 280,000 active. AID 1468, 2008; also: % is scaled to controls: 0 for no effect and ±100 for the full control effect; nearly all actives have a fitted effect of over 55% in size
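Heparin (20 uM) drove fibril formation of recombinant tau K18 P301L, 15 uM unlabeled with 0.24 uM Alexa 594 label, for 6 hr at 37 C in 100 mM sodium acetate pH 7. Fluorescence polarization (555/632 nm) read 1 hr after 30 uM ThT.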
Tau fluor cs: Counterscreen qHTS for Inhibitors of Tau Fibril Formation, Fluorescence Polarization | tau K18 P301L Alexa594 fluorescence, heparin fibrillization | Potency, µM (series often up to 57.7 µM), for inactives: at the highest dose activity change, negative = decrease | 0.93% of 280,000 active; also: % is scaled to controls: 0 for no effect and ±100 for the full control effect; nearly all actives have a fitted effect of over 55% in size
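Human tau K18 P301L (15 uM unlabeled, 0.24 uM Alexa 594-labeled) in 100 mM sodium acetate pH 7 with 20 uM heparin, 6 hr at 37 C. ThT 30 uM added, 1 hr ambient; Alexa 594 FP and total fluorescence read at 555/632 nm.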
* = called active by the depositor; ? = inconclusive; nt = no result given; [ ] = another dose, or the depositor's remark. Calls follow the shape of the dose curve; as a rule, active = well fitted curve in the direction sought with a large enough effect; inconclusive = small, poorly fitted or top-dose-only effect, or another doubt; inactive = no such curve, though single readings can be large; an effect the other way counts as inactive or inconclusive. Potency is read from the fitted curve at half-maximal effect.

SMILES	HTT ATP protect	GAA glycogen mod	GAA spleen mod	Tau ThT inhib	GLA spleen mod	GAA inhib	Tau fibril FP	Tau fluor cs
CC(=O)c1ccc(NC(=O)C2CC(c3ccc(F)cc3)=NO2)cc1 (configuration not stated)	7%	2%	-1%	?	-27%	-9%	-4%	-13%
Cc1nn(-c2cc(N3CCCCCC3)ccc2[N+](=O)[O-])c(=O)c2ccccc12	-38%	-5%	-1%	?	4%	-6%	1%	-16%
O=C(C1CCN(S(=O)(=O)c2cccc3cccnc23)CC1)N1CCn2c1nc1ccccc12	5%	6%	3%	?	9%	-4%	-3%	-13%
CCC(C)[C@H](NC(=O)OC(C)(C)C)C(=O)N/N=C/c1ccc2cc(OC)ccc2n1 (some centres not stated)	-5%[10 µM]	-10%	-2%	-6%	5%	0%	-9%	-13%
O=C(Nc1ccc(Oc2ccccc2)cc1)c1cnc2n(c1=O)CCS2	-61%[inhibitor]	9%	-1%	-15%	-5%	?	?	?
Cc1ccc(-c2nnc(N3CCC(C)CC3)c3ccccc23)cc1C	-26%[10 µM]	-15%	5%	?	7%	-8%	9%	-8%
OCCN(CCO)CC(O)COc1ccc2c(c1)OCO2 (configuration not stated)	-9%	3%	3%	-2%	0%	6%	-11%	-3%
COc1cc(CC(=O)OCC(=O)NC2CCCCC2)cc(OC)c1OC	-23%	-5%	-4%	6%	1%	2%	-3%	7%
COC(=O)c1ccccc1NC(=S)NC(=O)C1CC1	-13%	9%	-1%	?	-5%	10%	2%	-8%
Cc1cc(NC(=O)c2cnn3c(C(F)F)cc(C4CC4)nc23)no1	0%	1%	-27%	-14%	1%	5%	-1%	0%
CCCCOc1ccc(C2(C)CC(=O)NC2=O)cc1 (configuration not stated)	11%	-12%	3%	-11%	10%	-5%	0%	-9%
CCc1c(O)c(/C(C)=N\O)c(=O)n(-c2ccccc2)c1-c1ccccc1	6%[0.074 µM]	-4%	-16%	-6%	-2%	1%	-7%	0%
Cc1ccc(Nc2c(-c3ccc(C)o3)nc3ncccn23)cc1	4%[10 µM]	?	6%	?	1%	nt	4%	-21%
CCOc1ccccc1C1C(C#N)=C(SCC(=O)OC)NC(=O)C1C(=O)OC (configuration not stated)	8%[10 µM]	-18%	-27%	-7%	-1%	-4%	-2%	-4%
O=C(O)c1ccccc1C(=O)N1CCN(C(=O)c2ccccc2Cl)CC1	3%	10%	3%	-8%	-3%	9%	3%	-9%
COC(=O)c1nn(-c2nc(-c3cccc(OC)c3)cc(C(F)(F)F)n2)cc1[N+](=O)[O-]	-7%	7%	0%	-2%	2%	2%	-12%	-26%
O=C(Nc1c(C(=O)Nc2ccc3c(c2)OCCO3)cnn1-c1ccccc1Cl)c1ccco1	-2%[10 µM]	-17%	-2%	-10%	-1%	1%	5%	-13%
COc1ccc([N+](=O)[O-])cc1NC(=O)CSCc1ccc(Br)cc1	-1%[10 µM]	-1%	3%	-13%	-2%	-3%	?	?
CCOc1cc(C2NC(=S)NC(C)=C2C(=O)Nc2ccc(OC)cc2)ccc1O (configuration not stated)	nt	-8%	-8%	1%	-1%	0%	10%	10%
NC(=O)c1nn(-c2ccccc2)nc1NC(=O)CSc1nnnn1-c1ccc(Cl)cc1	nt	-2%	0%	-11%	4%	-35%	?	?
C=CCn1c(=N)n(CC(O)COc2ccc(OC)cc2)c2ccccc21 (configuration not stated)	-22%	-2%	-14%	0%	0%	1%	5%	-4%
CCn1cc(C(=O)OCC(=O)Nc2cccc(S(=O)(=O)N3CCOCC3)c2)c(=O)c2ccc(C)nc21	5%	9%	-7%	-5%	2%	-2%	-3%	-7%
O=S(=O)(Cc1noc(-c2ccccc2Cl)n1)c1ccccn1	-9%[10 µM]	2%	-1%	-6%	-2%	nt	-2%	-12%
CN(C)c1nc(C(=O)NN)nc(N(C)C)n1	0%	-8%	3%	-16%	8%	5%	6%	0%
COc1ccc(NC(=O)CCc2c(C)nc3nc(C)nn3c2C)cc1	-21%	9%	-1%	2%	0%	2%	6%	-5%

(next part)
SMILES	HTT ATP protect	GAA glycogen mod	GAA spleen mod	Tau ThT inhib	GLA spleen mod	GAA inhib	Tau fibril FP	Tau fluor cs
O=C(O)C1CCC(N2C(=O)C3C4CCC(C4)C3C2=O)CC1 (configuration not stated)	1%	0%	5%	-3%	6%	2%	-18%	-4%
O=C(Nc1ccc(F)c(Cl)c1)C1CCN(S(=O)(=O)c2cccnc2)CC1	-18%	16%	4%	-8%	0%	-8%	-6%	-20%
CC(=O)c1c(C)nc(-c2ccccc2)nc1NC(=O)Cc1ccccc1	-30%[inhibitor]	8%	0%	0%	6%	2%	-13%	-12%
COc1ccc(-c2c(C)nn3c(C(F)(F)F)cc(-c4ccc(Br)cc4)nc23)cc1	nt	12%[76.3 µM]	nt	?	nt	nt	-1%	-10%
COC(=O)c1[nH]c2ccc(C)cc2c1NC(=O)c1ccccc1[N+](=O)[O-]	28%[10 µM]	-3%	8%	8%	-12%	9%	2%	4%
Cc1ccc(C)c(Nc2ccc(C(=O)NCCc3ccccc3)cn2)c1	-12%[10 µM]	-8%	-2%	-17%	7%	-8%	4%	-11%
Cc1ccc2nc(-c3cc(NC(=O)c4ccc5c(c4)OCCO5)ccc3Cl)oc2c1	nt	-17%[76.3 µM]	nt	1%	nt	nt	?	?
COc1ccc(OC)c(-c2csc(CCn3nc(C)cc3C)n2)c1	-12%[10 µM]	-1%	13%	-5%	12%	-5%	7%	-4%
CCCCN1CC(c2nc3ccccc3n2CCCCOc2cc(C)ccc2C)CC1=O (configuration not stated)	nt	-20%[76.3 µM]	nt	5%	nt	nt	-1%	3%
O=S(=O)(c1cccc2nonc12)N1CCN(c2ccc(F)cc2)CC1	-3%[10 µM]	0%	0%	-13%	-8%	12%	7%[2.34 µM]	4%[2.34 µM]
COc1ccc(Cn2c(-c3ccccc3)nc3c(c(=O)c4ccccc4n3C)c2=O)cc1	0%[10 µM]	0%	5%	-6%	6%	5%	4%	4%
COc1cccc(Nc2ncnc3c2cnn3-c2cccc(C)c2)c1	4%	4%	-7%	-3%	-7%	6%	?	?
CCOC(=O)N1CCC(NC(=O)c2ccc(CO)c(C(=O)NC3CCN(C(=O)OCC)CC3)c2)CC1	0%[10 µM]	-5%	nt	-5%	0%	0%	3%	3%
Cc1ccccc1NC(=O)C1Cc2ccccc2CN1C(=O)OCc1ccccc1 (configuration not stated)	-6%[10 µM]	-2%	2%	0%	10%	-5%	5%	2%
CCOC(=O)c1sc(NNC(=O)c2ccc(C)cc2)nc1C	19%[10 µM]	-5%	-7%	-8%	-11%	nt	14%	-10%
CC(=O)c1ccc(NC(=O)CN2C(=O)/C(=C/C(C)=C/c3ccccc3)SC2=S)cc1	-3%[10 µM]	11%	-18%	?	4%	0%	?	?
COc1ccc(C(=O)Nc2ccc(C)cc2C(=O)c2ccccc2)c(OC)c1	1%[10 µM]	-9%	1%	-12%	8%	-7%	?	-29%
Cc1c(N2C(=O)c3cccc4cccc(c34)C2=O)c(=O)n(-c2ccccc2)n1C	8%	0%	-2%	6%	-3%	-6%	-1%	5%
O=C(N/N=C/c1ccc2c(c1)OCO2)c1cc(-c2ccncc2)nc2ccccc12	nt	-4%	-3%	-17%	5%	1%	?	?
Cc1ccccc1NC(=O)CCN1CCN(Cc2ccccc2)CC1	22%[10 µM]	6%	8%	-5%	-3%	0%	4%	-7%
COC(c1ccccc1)C(C)C(OC)C(C)C(OC)C(C)C(C)=O (configuration not stated)	?	nt	1%[17.4 µM]	-4%[11.5 µM]	-2%[17.5 µM]	nt	-1%[11.6 µM]	-3%[11.6 µM]
CCCOc1ccccc1NC(=O)Nc1ccccc1Cl	nt	-8%	6%	3%	-3%	0%	-9%	-4%
COc1ccc(CCNC(=O)CSc2ccccn2)cc1	-5%[10 µM]	-3%	-1%	5%	-13%	nt	-8%	2%
COc1ccc(CNC(=O)C2CCCN(S(=O)(=O)c3c(C)n[nH]c3C)C2)cc1 (configuration not stated)	-11%	-6%	1%	-8%	1%	0%	13%	-1%
CCCC(=O)Oc1c(S(=O)(=O)c2ccc(C)cc2)c(C)nn1C(C)(C)C	-38%[inhibitor]	-3%	-8%	-12%	-1%	-11%	-9%	-14%
CCCn1c(=O)c2ccccc2n2c(SCC(=O)c3cc(C)n(CC4CCCO4)c3C)nnc12 (configuration not stated)	-16%	4%	-14%	0%	-12%	0%	-5%	-1%

Random excerpt: five records from the list.
SMILES	HTT ATP protect	GAA glycogen mod	GAA spleen mod	Tau ThT inhib	GLA spleen mod	GAA inhib	Tau fibril FP	Tau fluor cs
O=S(=O)(c1cccc2nonc12)N1CCN(c2ccc(F)cc2)CC1	-3%[10 µM]	0%	0%	-13%	-8%	12%	7%[2.34 µM]	4%[2.34 µM]
CC(=O)c1ccc(NC(=O)CN2C(=O)/C(=C/C(C)=C/c3ccccc3)SC2=S)cc1	-3%[10 µM]	11%	-18%	?	4%	0%	?	?
COc1ccc(Cn2c(-c3ccccc3)nc3c(c(=O)c4ccccc4n3C)c2=O)cc1	0%[10 µM]	0%	5%	-6%	6%	5%	4%	4%
O=C(N/N=C/c1ccc2c(c1)OCO2)c1cc(-c2ccncc2)nc2ccccc12	nt	-4%	-3%	-17%	5%	1%	?	?
COc1ccc(OC)c(-c2csc(CCn3nc(C)cc3C)n2)c1	-12%[10 µM]	-1%	13%	-5%	12%	-5%	7%	-4%

Rows are unselected; about 3.3% have a hit in one of these screens.
